PLCg1 inh: PLC-gamma1 enzyme inhibitors, primary screen, biochemical, fluorescence, purified enzyme; fluorogenic substrate; inhibition, % at 12.2 µM; actives 0.84% (n = 370,000); 1-phosphatidylinositol 4,5-bisphosphate phosphodiesterase gamma-1 (Homo sapiens), P19174; AID 720700, 2013; in the data active = inhibition above about 9.5%
ADAM10 inh: human ADAM10 inhibitors, primary screen, biochemical, QFRET, HTS; recombinant ADAM10, EDANS/DABCYL FRET peptide cleavage, 3 h; inhibition, % at 7 µM; actives 0.62% (n = 370,000); AID 720582, 2013;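 active = inhibition above a per-campaign cutoff equal to the mean of compounds falling between control-based bounds plus 3 SD, cut at about 20% in these data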;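 note: 0% = DMSO wells while the 100% control is not disclosed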
Target sequence (O14672 214-748 limits assumed): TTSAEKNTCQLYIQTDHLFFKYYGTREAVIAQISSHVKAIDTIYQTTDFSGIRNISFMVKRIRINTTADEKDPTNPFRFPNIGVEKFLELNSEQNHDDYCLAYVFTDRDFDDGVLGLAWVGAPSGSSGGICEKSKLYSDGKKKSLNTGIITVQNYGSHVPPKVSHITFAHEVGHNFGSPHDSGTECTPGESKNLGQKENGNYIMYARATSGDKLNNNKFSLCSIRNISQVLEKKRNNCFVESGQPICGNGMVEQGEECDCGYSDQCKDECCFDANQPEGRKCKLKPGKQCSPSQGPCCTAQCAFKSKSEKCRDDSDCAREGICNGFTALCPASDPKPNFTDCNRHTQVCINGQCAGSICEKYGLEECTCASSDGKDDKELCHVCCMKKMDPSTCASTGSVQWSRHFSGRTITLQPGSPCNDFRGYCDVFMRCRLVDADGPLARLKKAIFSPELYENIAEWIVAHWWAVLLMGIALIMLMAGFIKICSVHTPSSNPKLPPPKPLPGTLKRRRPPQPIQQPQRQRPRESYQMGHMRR
DAX1 inh-1: DAX1 (NR0B1) inhibitors, primary screen, cell-based, HEK293, Gal4-DAX1, luciferase luminescence; HEK293 Gal4-DAX1 luciferase reporter; inhibition, % at 6.75 µM; actives 0.99% (n = 340,000); AID 504766, 2011;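 active = inhibition above the mean over all tested compounds plus 3 SD, cut at about 4.2% in these data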;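 note: 0% = DAX1-transfected cells with DMSO and 100% = empty-vector control cells with DMSO; inhibition shows as a rise in luminescence from relieved DAX1 repression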
Target sequence (P51843 207-470 limits assumed): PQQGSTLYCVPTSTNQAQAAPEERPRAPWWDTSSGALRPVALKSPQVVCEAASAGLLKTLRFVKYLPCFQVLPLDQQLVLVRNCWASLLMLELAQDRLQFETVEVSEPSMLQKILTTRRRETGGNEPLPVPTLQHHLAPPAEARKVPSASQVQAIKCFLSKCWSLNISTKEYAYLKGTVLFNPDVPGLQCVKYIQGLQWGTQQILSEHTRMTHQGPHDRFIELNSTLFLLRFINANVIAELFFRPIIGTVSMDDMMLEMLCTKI
DAX1 inh-2: DAX1 (NR0B1) inhibitors on StAR promoter, primary screen, cell-based, luminescence, SF-1 (NR5A1), full-length DAX-1; actives 1.1% (n = 370,000); AID 652010, 2013; HEK293T StAR-luciferase reporter, SF-1/DAX-1 repression relief; inhibition, % at 6.8 µM;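 active = inhibition above the mean over all tested compounds plus 3 SD, cut at about 3.6% in these data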;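 note: 0% = DAX-1 cells with DMSO and 100% = cells lacking DAX-1 with DMSO; higher inhibition means more luminescence from relief of DAX-1 repression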
hcDAF-12 act: H. contortus DAF-12 nuclear receptor activators, primary screen, cell-based, luminescence, HEK293, lit1-tk-luc reporter; actives 1.4% (n = 370,000); AID 652067, 2013; activation, % at 6.8 µM; HEK293 hcDAF-12 lit1-tk-luc reporter; 0% DMSO, 100% Δ7-dafachronic acid;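 active = activation above the mean of all tested compounds plus 3 SD, cut at about 5.5% in these data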;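 note: 100% = response to 3 µM Δ7-dafachronic acid high control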
ADAM17 inh: ADAM17 inhibitors, primary screen, biochemical, QFRET; inhibition, % at 6.95 µM; actives 0.83% (n = 370,000); recombinant ADAM17, EDANS/DABCYL FRET peptide cleavage;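 active = inhibition above the mean of compounds lying between control limits plus 3 SD, set per campaign, cut at about 8.5% in these data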;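 note: 0% = DMSO-only wells as the low control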
hgDAF-12 ag: H. glycines DAF-12 receptor agonists, primary screen, cell-based, luminescence, HEK293, GAL4 fusion, UAS-luciferase. HEK293 GAL4-hgDAF12 UAS-luciferase reporter, agonist luminescence; normalized to butyrate control. actives 1.8% (n = 370,000). activation, % at 6.8 µM. Nuclear hormone receptor DAF-12 (Heterodera glycines), GAL4 fusion;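 active = activation above a cutoff set at the mean of all screened compounds plus 3 SD, cut at about 10% in these data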;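 note: 0% = DMSO wells and 100% = sodium butyrate wells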
ssDAF12 agonist: S. stercoralis DAF-12 nuclear receptor activators, primary screen, cell-based, luminescence, HEK293, GRIP1 co-expression, lit1-tk-luc; Nuclear hormone receptor DAF-12 (Strongyloides stercoralis); HEK293 ssDAF-12/GRIP1 lit1-tk-luc reporter; % of 3 µM dafachronic acid response; activation, % at 6.8 µM; actives 1% (n = 370,000); AID 652126, 2013;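 active = activation above the mean over all tested compounds plus 3 SD, cut at about 0.9% in these data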;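 note: 0% = DMSO-only wells and 100% = 3 µM delta7-dafachronic acid wells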
PLCb3 inh: human PLC-beta3 inhibitors, primary screen, biochemical, fluorescence | 1-phosphatidylinositol 4,5-bisphosphate phosphodiesterase beta-3 (Homo sapiens), Q01970 | Purified PLC-beta3, fluorogenic substrate | inhibition, % at 12.2 µM | actives 0.18% (n = 370,000) | AID 720704, 2013; in the data active = inhibition above about 11%;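 note: 0% = median of compound wells on plate and 100% = full blocker control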
sPLA2-III inh: human group III sPLA2 inhibitors, primary screen, biochemical, QFRET, BODIPY PC-A2 liposome substrate. Group 3 secretory phospholipase A2 (Homo sapiens), Q9NZ20. QFRET BODIPY PC-A2 liposome hydrolysis, fluorescence. inhibition, % at 12.2 µM. actives 0.56% (n = 370,000). AID 743126, 2013;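 active = inhibition above mean plus 3 SD of compounds lying within the high and low control bounds, cut at about 19% in these data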;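 note: 0% = median of test compound wells and 100% = no enzyme DMSO wells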
FXN GAA850 act: FXN promoter activators, primary screen, cell-based, luciferase luminescence, HEK293 lucGAA850; AID 540364, 2011; actives 0.56% (n = 360,000); activation, % at 6 µM; HEK293 lucGAA850 FXN promoter luciferase reporter, 24 h; percent of 10 µM SAHA response;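 active = activation above the average of all compounds screened plus 3 SD, cutoff fixed separately per campaign, cut at about 7.5% in these data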;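 note: 0% = DMSO wells and 100% = 10 µM SAHA wells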
Numbers without * were called inactive; i = inactive; . = no result given. The list is partial; the hit share may differ from the screen's.

molecule	PLCb3 inh	DAX1 inh-2	DAX1 inh-1	ssDAF12 agonist	hgDAF-12 ag	ADAM17 inh	ADAM10 inh	PLCg1 inh	hcDAF-12 act	FXN GAA850 act	sPLA2-III inh
COC(=O)C1=C(c2cc3ccccc3s2)C[C@@H]2CC[C@H]1N2C(=O)NC1CC1	1	-0.5	2.0	-1.6	-1.7	-3	4	0	0.0	-0.8	4
CC1OC(C[N+](C)(C)C)CC1O (centres undefined)	-1	-0.5	-0.8	-1.1	-1.6	-6	-11	1	-1.6	-1.0	15
C[C@H]1CC[C@@H]2[C@@H](C)[C@H]3[C@H](C[C@H]4[C@@H]5CC=C6C[C@@H](O[C@@H]7O[C@H](CO)[C@H](O)[C@H](O[C@@H]8O[C@H](CO)[C@@H](O)[C@H](O)[C@H]8O)[C@H]7O[C@@H]7O[C@@H](C)[C@H](O)[C@@H](O)[C@H]7O)CC[C@]6(C)[C@H]5CC[C@]34C)N2C1	-17	-1.6	4.3*	-1.4	-7.4	-8	-33	-13	-2.0	-2.7	0
Nc1ccc(C2(c3ccc(N)cc3)CCCCC2)cc1	-5	-0.1	0.9	-1.2	-1.9	0	-1	2	1.6	0.9	-2
COc1ccc(OC)c(NP(=O)(Oc2ccc(Cl)cc2)Oc2ccc(Cl)cc2)c1	3	-0.2	1.1	-1.2	1.2	1	4	-2	0.6	-0.7	-5
O=C(COC(=O)c1cc(Br)cc(Br)c1O)NC12CC3CC(CC(C3)C1)C2	-9	1.0	.	-1.2	0.0	-6	-21	-5	-1.6	0.0	-10
CCOc1cc2c(cc1OCC)-n1cccc1C(c1ccc(OC)cc1)NC2 (centres undefined)	-4	-0.1	1.1	-0.8	-2.6	-1	1	1	-2.0	-2.5	-10
Cc1ccc(-c2cc(C(=O)N3CCC4(CC3)OCCO4)no2)cc1	-4	0.3	0.1	-0.8	6.4	3	-2	8	-2.3	2.9	-3
Fc1ccc(C(OCCN2CCN(CCCc3ccccc3)CC2)c2ccc(F)cc2)cc1	2	-1.6	0.5	-0.6	-3.5	0	0	3	0.3	0.2	-10
CC1(C)CC(=O)c2cc(OCC(=O)N3CCN(Cc4ccccc4)CC3)ccc2O1	-232	-0.5	0.6	-1.9	-2.3	-84	-258	-164	-1.6	-0.3	0
COC(=O)C1=C(c2ccc(OC)c(OC)c2)C[C@@H]2CC[C@H]1N2C(=O)N1CCCC1	5	-0.1	1.0	-1.5	-0.4	-1	-1	2	-1.9	-1.3	3
C[C@]12CCC3C(CC[C@H]4CC(=O)CC[C@]34C)C1CCC2=O (some centres undefined)	4	0.2	-0.6	-1.3	-1.1	-2	-7	-2	0.1	0.6	-8
CC12Nc3ccccc3C(=O)N1Cc1cnnn1-c1ccccc12 (centres undefined)	-466	1.1	.	-0.8	1.3	-169	i	-343	0.3	.	8
CCN(CC)S(=O)(=O)c1ccc(N=Cc2c(O)n(-c3ccccc3)c(=O)[nH]c2=O)cc1	-10	-0.2	0.5	-0.6	-0.5	-9	-14	-9	-3.2	1.0	-6
CS(=O)(=O)c1ccc(C2=C(CNC(=O)c3ccncc3)[C@H]3CC[C@@H](C2)N3Cc2ccccc2)cc1	-1	-0.8	-0.7	-1.2	-1.3	0	-4	-3	-0.6	-0.1	-5
O=C1/C(=C/c2ccc([N+](=O)[O-])cc2)N2CCC1CC2	3	-0.8	-0.3	-0.7	5.6	-3	2	6	1.1	2.2	19
CC(C)(C)c1cc(OC(=O)Cc2ccccc2)ccc1O	-9	-0.5	0.5	-1.3	-3.8	0	7	4	1.0	1.1	-5
CCCCn1nnnc1C(CCc1ccccc1)N1CCC2(CC1)C(=O)NCN2c1ccccc1 (centres undefined)	2	-0.6	.	-1.5	-1.0	-1	-1	1	0.8	.	-3
CCOC(=O)C(O)(c1ccc(NC(=S)NC(=O)c2ccc(Cl)cc2Cl)cc1)C(F)(F)F (centres undefined)	0	-0.9	-0.3	-1.4	-1.9	9.6*	18	-4	-2.1	3.5	-7
C=CCn1c(O)c(C(CC)=NCc2ccc3c(c2)OCO3)c(=O)[nH]c1=O	0	-1.0	.	-1.7	0.2	-4	2	1	-0.9	1.4	-4
NP(=O)(Oc1ccccc1)c1ccccc1 (centres undefined)	5	0.2	0.1	-0.7	-1.0	-2	-14	2	0.0	0.1	4
COC(=O)C1=C(c2cccc(C#N)c2)C[C@@H]2CC[C@H]1N2C(=O)N1CCOCC1	6	0.4	1.9	-1.2	0.9	3	-8	1	-0.8	-1.5	12
Cc1ccccc1N1C(=O)NC(=O)/C(=C\c2cc(C)n(C)c2C)C1=O	-1	-0.2	-1.7	-1.6	-1.0	1	-8	-4	0.8	2.1	-3
CCN1C[C@]2(COC)CC[C@H](O)[C@]34C1[C@](O)([C@@H](OC)[C@H]23)[C@@]1(O)C[C@H](OC)[C@H]2C[C@@H]4[C@@H]1[C@H]2OC	-2	1.7	0.6	-0.6	-2.5	-5	-9	1	0.5	0.3	1
CCN(CC)CCN=Cc1c(O)n(Cc2ccco2)c(=O)[nH]c1=O	-10	-0.2	.	-0.9	-1.3	-1	-11	3	-0.6	1.4	12

Just ssDAF12 agonist, DAX1 inh-1 and ADAM10 inh, for some of the entries so far:
SMILES | ssDAF12 agonist | DAX1 inh-1 | ADAM10 inh
CC12Nc3ccccc3C(=O)N1Cc1cnnn1-c1ccccc12 (centres undefined) | -0.8 | . | i
CCN(CC)S(=O)(=O)c1ccc(N=Cc2c(O)n(-c3ccccc3)c(=O)[nH]c2=O)cc1 | -0.6 | 0.5 | -14

Carrying on:
molecule	PLCb3 inh	DAX1 inh-2	DAX1 inh-1	ssDAF12 agonist	hgDAF-12 ag	ADAM17 inh	ADAM10 inh	PLCg1 inh	hcDAF-12 act	FXN GAA850 act	sPLA2-III inh
CCOc1cc2c(cc1OCC)-n1cccc1C(c1ccc(F)cc1)NC2 (centres undefined)	-2	-0.6	0.6	-1.1	-1.1	4	-1	3	-2.0	-2.8	-8
Oc1ccccc1/C=N/NP(=S)(c1ccccc1)c1ccccc1	-7	-0.4	1.1	-0.2	2.0	4	10	5	0.1	0.8	-21
Cc1c(C(=O)O)cccc1-n1c(C)cc(/C=C2\C(=O)NC(=O)N(c3ccc4c(c3)OCO4)C2=O)c1C	-114	-0.1	0.9	-0.7	2.4	-14	-41	-106	-0.1	0.0	-4
CC1(C)Cc2c(C#N)c(N3CCNCC3)nc(-c3ccco3)c2CS1	-88	-0.6	1.4	-1.2	-1.4	-16	-33	-42	0.5	1.6	0
Cc1cc(=O)oc2c(C)c(OCC(=O)N3C[C@H]4C[C@@H](C3)c3cccc(=O)n3C4)ccc12	-5	0.1	-0.3	-0.8	-0.5	-13	-62	-6	-0.4	-2.0	0
CN(C)c1nc(-c2ccccc2)[n+](C)s1	3	0.7	-0.2	-1.5	0.6	-2	-2	1	-1.3	1.4	-1
O=C(Cc1ccccc1)N1CCN(Cc2ccc([N+](=O)[O-])cc2)CC1	3	-0.8	-1.1	-1.4	4.4	2	-3	1	-1.7	2.4	-3
CSc1ccc(C(=O)C2CCCN(Cc3ccn[nH]3)C2)cc1 (centres undefined)	-9	-0.1	0.6	-1.7	0.6	-3	3	0	-0.5	0.8	-6
CN1C2CCC1CC(OC(=O)c1ccc(Cl)cc1)(C(=O)O)C2 (centres undefined)	2	0.2	0.1	-1.1	0.1	-1	-6	-4	-1.3	-1.3	-2
O=C1NC(=O)C(=Cc2ccc(SC3CCCCC3)o2)C(=O)N1	-19	-0.3	-0.4	-0.8	-5.6	-3	-5	-17	-2.5	0.9	1
O=c1[nH]c(=S)n(Cc2ccc(F)cc2)c(O)c1/C=N/N1CCCCCC1	-5	0.5	-0.9	-0.8	-0.4	-1	-3	-6	1.0	1.2	0
Cn1c(O)c(C=NC2CC3CCC2(C)C3(C)C)c(=O)[nH]c1=O (centres undefined)	0	-0.6	0.0	-1.7	-0.5	2	-4	8	-1.2	4.0	11
O=C(c1ccc2c(c1)ncn2C1CCCCCC1)N1CCC2(CC1)OCCO2	5	0.7	-0.6	-1.0	-0.4	7	2	3	-1.2	0.7	9
COc1cc2c(c3oc4cccc(O)c4c(=O)c13)[C@@H]1C=CO[C@@H]1O2	-1	-3.0	.	-0.6	-3.8	-6	-6	-2	-1.2	.	-2
O=C(c1ccccc1)c1ccc(N=Nc2c(O)[nH]c(=O)[nH]c2=O)cc1	0	-0.8	-1.6	-0.7	-3.1	-1	2	1	-0.3	-1.1	2
CCOc1ccc(N2C(=O)NC(=O)/C(=C\c3ccc(N4CCOCC4)cc3C)C2=O)cc1	-1	-0.2	0.1	-0.6	-0.4	-1	7	-1	-0.2	0.5	-3
Cc1cc(OC(C)C(=O)NCC(O)c2ccccc2)c2c3c(c(=O)oc2c1)CCCC3 (centres undefined)	-225	-5.1	-1.1	-1.0	-2.2	-117	-456	-132	-3.6	-2.9	-19

Screening data (PubChem BioAssay)
